# Compound activity from PubChem BioAssay.
# GPR7 antag = human neuropeptides B/W receptor 1 antagonism | P48145 | GPR7-expressing cells, fluorescence antagonist assay | inhibition, % at 4.4 µM | hit rate 1.1% among 290,000; in the data active = inhibition above about 16%, passing the limit was not always enough;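 note: cells stimulated with the agonist NPW; 0% = agonist with vehicle and 100% = vehicle without agonist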
# MEKK3 PB1 HTS = MEKK3-MEK5 PB1 interaction, increase or decrease. bead-based flow cytometry, Alexa488-MEK5 binding to MEKK3; actives lie on both sides; 0 = blocked by unlabeled MEK5, 100 = vehicle. hit rate 1.4% among 290,000. AID 1529. binding response (% of control), % at 10 µM;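 active = binding response more than 3 SD above or below the average of its plate-row segment, actives on both sides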;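 note: Alexa488 bead fluorescence after subtracting the streptavidin-only scavenger bead signal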
# GalR3 antagonist = antagonists of human GalR3; HEK293 GalR3-CNG cAMP membrane potential fluorescence; galR3 body fused to GalR1 C-terminus; inhibition, % at 3 µM; hit rate 0.44% among 360,000;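 active = inhibition above the screen-wide average plus 3 SD, cut at about 13% in these data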;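 note: forskolin and galanin both at EC90 stimulate the cells; cAMP rise reported by CNG channel membrane potential dye signal; 0% = forskolin plus galanin with DMSO and 100% = forskolin alone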
# Target sequence (O60755 1-299 limits assumed): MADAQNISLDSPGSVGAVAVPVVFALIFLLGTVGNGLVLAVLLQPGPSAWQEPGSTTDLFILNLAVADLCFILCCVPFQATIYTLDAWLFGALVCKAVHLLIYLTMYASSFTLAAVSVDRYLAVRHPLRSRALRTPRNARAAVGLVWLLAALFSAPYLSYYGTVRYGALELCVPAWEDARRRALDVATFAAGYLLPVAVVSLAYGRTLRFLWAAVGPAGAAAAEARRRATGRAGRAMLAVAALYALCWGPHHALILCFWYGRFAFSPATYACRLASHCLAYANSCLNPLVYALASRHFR
# NALP1 inh = NALP1 inhibition; hit rate 0.61% among 280,000; AID 2071; S. cerevisiae NALP1/ASC/caspase-1 growth, X-gal OD620, 72 h; inhibition, % at 10 µM; in the data active = inhibition mostly above about 24%, no sharp cut-off; inactive = mostly below about 32%; note: some compounds called inactive have numbers as strong as hits
# V1aR counter = activates human V1a receptor in oxytocin agonist counter-screen | P37288 | CHO-V1R cells, Fluo-8 calcium fluorescence, agonist mode; 0% DMSO, 100% 3 nM vasopressin | activation, % at 3 µM | hit rate 0.25% among 320,000 | AID 2797;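 active = activation above the mean activation of all tested compounds plus 3 SD, per screening run, cut at about 20% in these data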;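 note: signal is peak over basal fluorescence ratio across a 100 second FLIPR read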
# MEKK2 WT-MEK5 = raises or lowers MEK5 binding to wildtype human MEKK2 PB1 domain | Q9Y2U5 | bead flow cytometry, Alexa488-MEK5 binding to MEKK2 WT; actives lie on both sides | binding response (% of control), % at 10 µM | hit rate 1.1% among 290,000 | AID 1531; in the data active = binding response below about 67% or above about 130%
# OXTR agonist = activates the human oxytocin receptor; P30559; CHO-OTR cells, Fluo-8 calcium fluorescence; normalized: DMSO 0%, oxytocin 100%; activation, % at 3 µM; hit rate 0.32% among 320,000; AID 2435;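 active = activation above the mean of all tested compounds plus 3 SD, cutoff set per screening run, cut at about 20% in these data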;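 note: peak over basal fluorescence ratio from a 100 s FLIPR kinetic read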
# Target sequence (P30559 whole entry, looked up): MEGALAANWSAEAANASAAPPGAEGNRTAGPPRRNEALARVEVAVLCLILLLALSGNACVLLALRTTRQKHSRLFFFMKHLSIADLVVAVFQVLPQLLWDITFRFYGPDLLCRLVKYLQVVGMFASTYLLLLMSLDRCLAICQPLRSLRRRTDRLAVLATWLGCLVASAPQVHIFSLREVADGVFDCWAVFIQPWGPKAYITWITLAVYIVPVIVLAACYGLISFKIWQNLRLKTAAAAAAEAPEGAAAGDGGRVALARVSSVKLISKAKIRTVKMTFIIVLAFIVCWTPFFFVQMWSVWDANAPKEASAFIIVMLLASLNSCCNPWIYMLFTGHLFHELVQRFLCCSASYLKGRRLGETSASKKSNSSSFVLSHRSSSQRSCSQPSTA
# PHOSPHO1 block = PHOSPHO1 (human) inhibition; Q8TCT1; recombinant PHOSPHO1, absorbance phosphatase assay; inhibition, % at 13.3 µM; hit rate 1.1% among 290,000; AID 1565; in the data active = inhibition above about 60%
# Target sequence (Q8TCT1 whole entry, looked up): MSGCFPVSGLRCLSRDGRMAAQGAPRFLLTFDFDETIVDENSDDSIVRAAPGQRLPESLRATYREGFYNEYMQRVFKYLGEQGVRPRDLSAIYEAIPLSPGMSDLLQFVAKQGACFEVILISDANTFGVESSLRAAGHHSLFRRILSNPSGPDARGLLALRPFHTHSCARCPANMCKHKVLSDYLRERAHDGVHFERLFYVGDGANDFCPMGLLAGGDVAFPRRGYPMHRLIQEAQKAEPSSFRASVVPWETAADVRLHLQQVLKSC
# MEKK2 mut-MEK5 = signal of MEK5 binding to mutant human MEKK2 PB1 domain | bead flow cytometry, Alexa488-MEK5 binding to MEKK2 mutant | hit rate 0.35% among 290,000 | percent response, % at 10 µM | AID 1530; in the data active = percent response above about 24%, passing the limit was not always enough; note: inactives centre near 1; some results filed as inactive read as strong as hits; reference of the scale not given here
# Starred values were filed as active, the others as inactive; nt = no result given. Not a hit list; any-hit rate near 5.4%.
Compound	GalR3 antagonist	NALP1 inh	V1aR counter	MEKK2 mut-MEK5	MEKK2 WT-MEK5	PHOSPHO1 block	OXTR agonist	GPR7 antag	MEKK3 PB1 HTS
O=C(CCCn1c(=O)c2sccc2n(CC(=O)OCc2ccccc2)c1=O)NCc1ccco1	-5	8	3.0	8	107	2	-0.4	-2	101
CC(=O)Oc1ccc(/C=N/NS(=O)(=O)c2ccccc2)cc1	-8	6	4.1	5	106	30	4.7	1	104
CCCCN(CCCC)S(=O)(=O)c1ccc2oc(C(=O)N3CCOCC3)c(C)c2c1	-4	12	-1.0	10	104	21	-0.7	-1	103
CC1(C)OC(C)(C)/C(=C/Nc2ccc(O)cc2)C1=O	7	22	0.0	-2	86	2	-0.3	-9	72
O=C(NNC(=O)c1cc2c(s1)CCCC2)c1ccccc1	-4	31	1.3	0	100	-11	0.4	-11	98
COc1cccc(NC(=O)[C@@H]2CCCN2C(=O)[C@@H]2Cc3ccccc3CN2C(=O)OC(C)(C)C)c1	2	5	-1.0	1	96	49	-2.5	-13	101
CCN1C(=O)c2ccc(C(=O)NCc3ccccc3)cc2C1=O	0	9	0.0	14	110	27	-0.6	-12	108
CC(C)c1ncc(C(O)c2ccccc2)n1C (configuration not stated)	-2	-11	0.2	-2	98	12	0.1	-12	98
CCOc1ccc(C(=O)N2CCCN(C(=O)c3ccc(OCC)cc3)CC2)cc1	-10	nt	-0.2	-1	92	5	-0.6	-9	95
CN1CCN(C(=O)CCn2nc(-c3ccccc3)c3ccccc3c2=O)CC1	0	12	0.8	nt	nt	-20	-0.4	-8	nt
Cc1ccc(C#N)c(SCC(=O)Nc2nccs2)n1	-6	6	-0.5	2	105	3	0.0	10	105
Oc1c(C(c2ccco2)N2CCC3(CC2)OCCO3)sc2ncnn12 (configuration not stated)	nt	23	1.1	11	103	96*	0.1	-5	107
Cc1ccc(NC(=O)CCCN2C(=O)c3cccc4cccc(c34)C2=O)cc1	-2	nt	0.2	1	110	-1	-1.5	-6	145*
C[C@H](NC(N)=O)C(=O)N1CCN(S(=O)(=O)c2ccc3ccccc3c2)CC1	-8	9	-0.1	-1	99	19	0.1	-12	102
O=c1[nH]cc([N+](=O)[O-])cc1Br	-9	14	1.0	-1	101	-14	0.4	-7	102
O=C1Nc2cc(Cl)ccc2C1(N1CCNCC1)C(F)(F)F (configuration not stated)	-3	-19	-0.3	-2	93	16	1.0	-9	98
Nc1nnc(C(F)(F)F)s1	-2	15	-0.3	-4	97	16	0.8	14	100
Cc1noc(C)c1C(=O)NCCc1c(C)[nH]c2ccccc12	-10	8	0.1	-5	97	14	1.8	-3	98
O=C(CNS(=O)(=O)c1ccccc1)OCC(=O)c1ccccc1Cl	-4	3	2.2	5	103	48	0.6	-10	96
Cn1c(=O)c(C(=O)CSc2ccccc2)c(N)n(Cc2ccccc2)c1=O	-10	-4	1.9	-2	101	-23	3.4	-14	101
O=C(COC(=O)/C=C/c1cn(-c2ccccc2)nc1-c1ccc2c(c1)OCCO2)NC1CCS(=O)(=O)C1 (configuration not stated)	-7	nt	2.2	0	102	15	1.9	-6	98
Cc1nn(-c2ccc(F)cc2)c2c1cc(C#N)c1nc3ccccc3n12	-5	6	0.5	9	106	7	0.6	-7	103
COc1ccc(-c2csc(=Nc3ccccc3)n2CCO)cc1	0	34	6.0	-2	94	19	4.3	-6	91
Cc1cccc(-c2cc3nc(-c4ccccc4)cc(N4CCC5(CC4)OCCO5)n3n2)c1	-5	10	1.0	3	90	-33	0.3	-6	79
CCC1CCCCN1C(=O)CN1C(=O)CSC1=O (configuration not stated)	0	-9	1.1	1	104	1	0.2	-2	103
Cc1ccc(NC(=O)Cn2nnc(-c3ccccc3NC(=O)c3cccs3)n2)cc1	-1	-5	0.3	0	107	-1	1.5	1	104
CC(C)C(=O)Nc1ccc(Sc2ccc(F)cc2)cc1	-6	-2	1.9	-6	95	7	0.0	11	98
Cc1cc(C)cc(S(=O)(=O)c2cnc3ccccc3n2)c1	-4	21	-1.4	-11	86	8	-2.0	1	92
CS(=O)(=O)c1ccc(-c2nnn(CC(=O)N3CCCCC3)n2)cc1	-9	10	-0.1	3	103	nt	-0.6	-12	96
CC1C=CCC2C(=O)N(c3cccc(C(=O)N4CCN(c5ccc(F)cc5)CC4)c3)C(=O)C12 (configuration not stated)	-2	-2	6.6	-2	97	-10	5.0	-2	98
Cc1ccc(/C=C(\NC(=O)c2ccccc2)C(=O)NC2CCN(Cc3ccccc3)CC2)o1	-2	16	0.8	5	106	28	-1.2	-7	100
CC(=O)N1C(C(=O)O)CSC1c1ccc(C)cc1 (configuration not stated)	3	42*	-0.7	3	102	5	1.4	nt	102
COc1cccc(N(C(=O)Cn2nnc(-c3ccc(Cl)cc3)n2)C(C(=O)NCC2CCCO2)c2ccc(C)cc2)c1 (configuration not stated)	-5	0	-0.5	-7	96	5	0.2	0	97
O=C(Nc1ccccc1)NC1(C(=O)N2CCN(c3ncccn3)CC2)CCCCC1	-2	0	0.4	12	106	-8	-0.4	-3	105
CCOC(=O)c1c(NC(=O)Cn2cnc([N+](=O)[O-])n2)sc(C)c1C	-8	-8	-1.2	-4	101	4	-1.1	12	102
CC(=Nc1cc(C(=O)c2ccccc2)ccc1N)C1=C(O)CC(C)(C)CC1=O	-1	5	1.1	-1	98	-2	-0.1	-11	103
O=[N+]([O-])c1ccc2nc(C3CCCCC3)[nH]c2c1	-3	10	1.6	-3	95	29	-0.3	-21	99
Cc1cc2c(c(=O)n1CCN(C)C)C(c1ccccc1Br)C(C#N)=C(N)O2 (configuration not stated)	-5	15	0.6	-3	96	4	-1.0	-6	95
O=C(NC1CC2CCCC(C1)N2C(=O)NCc1ccccc1)C1CC1 (configuration not stated)	-4	2	12	1	102	-16	1.6	4	104
COc1cc(/C=C/C(=O)OCC(=O)NCCc2ccccc2)cc(OC)c1OC	-5	4	0.2	2	96	24	0.2	-16	101

# Limited to PHOSPHO1 block, GPR7 antag and NALP1 inh (two entries from above):
compound	PHOSPHO1 block	GPR7 antag	NALP1 inh
CCC1CCCCN1C(=O)CN1C(=O)CSC1=O (configuration not stated)	1	-2	-9
O=C(COC(=O)/C=C/c1cn(-c2ccccc2)nc1-c1ccc2c(c1)OCCO2)NC1CCS(=O)(=O)C1 (configuration not stated)	15	-6	nt

# (more compounds)
Compound	GalR3 antagonist	NALP1 inh	V1aR counter	MEKK2 mut-MEK5	MEKK2 WT-MEK5	PHOSPHO1 block	OXTR agonist	GPR7 antag	MEKK3 PB1 HTS
CCC(C)NC(=O)CNS(=O)(=O)c1ccc(C)cc1 (configuration not stated)	2	4	0.8	1	103	3	0.3	-16	103
O=C1C(=Cc2ccco2)C(=O)c2ccccc21	-3	15	1.1	-2	91	-4	-1.6	-8	92
O=C1CCSc2ccc(Cl)cc2N1Cc1ccccc1	-7	-9	-1.8	4	102	18	-1.7	-14	102
COc1ccc(CCC(=O)NCc2ccccc2Cl)cc1OC	-3	-3	0.3	9	103	11	-0.9	-8	103
Cc1nc2ccccc2c2oc(C(=O)N3CCC(N4CCCCC4)CC3)cc12	nt	16	-0.2	26*	138*	-14	0.5	13	112
COc1ccc(/C=C/C(=O)c2ccc(Cl)s2)cc1O	-3	-14	7.6	2	100	-14	0.9	18	103
Cc1ccc(NC(=O)CCCCCNS(=O)(=O)c2ccc(C)cc2)cc1	-1	19	1.6	0	104	6	0.1	0	102
CCn1cc(CNc2nc3nonc3nc2N2CCCCC2)cn1	2	-2	-0.4	8	108	31	-0.3	-12	106
Cc1ccc2c(c1)C1CC(C)(O2)N(c2cccc(C(=O)NC3CCN(Cc4ccccc4)CC3)c2)C(=O)N1 (configuration not stated)	-8	28	1.0	-2	104	9	0.2	18	98
Cc1ccccc1C(=O)Oc1cccc(Nc2ncnc3ccccc23)c1	-6	nt	7.4	7	115	nt	9.6	12	110
Cc1ccccc1NC(=S)NC1CCCC1	-5	10	0.4	4	109	nt	-0.6	-14	102
O=C(CSc1ncccn1)Nc1ccc(N2CCOCC2)cc1	2	12	1.0	2	103	6	0.9	-10	103
C[C@@H]1NC(=O)N[C@@H]1CCCCCC(=O)O	-3	nt	-0.9	5	108	nt	-0.6	nt	107
O=C(OCc1cccc(F)c1)c1ccc2c(=O)n3c(nc2c1)CCC3	-7	35*	9.5	-2	97	8	7.0	-10	95
O=C(NC(=O)N1CCCCCC1)c1ccccc1	1	1	0.7	7	106	27	0.3	1	101
Cc1cc(C)n(-c2nnc(N3CCN(c4ccc(F)cc4)CC3)nn2)n1	0	-8	-0.4	-1	90	-12	-0.2	-8	101
CCOC(=O)C1(Cc2cccc(F)c2)CCN(C(=O)Cc2cccnc2)CC1	-6	11	-0.4	3	102	46	-0.4	-5	107
CCOc1ccc(/C=C(\C#N)C(=O)NCC2CCCO2)cc1OCC (configuration not stated)	-4	10	-0.7	-1	98	-9	-1.0	15	99
CCc1cccc(NC(=O)CCC(=O)N2CCSc3ccccc32)c1	0	11	1.5	3	107	2	1.3	-8	103
Cc1ccc(CN2CCC(n3nccc3NC(=O)C3CCOC3)CC2)cc1C (configuration not stated)	-5	4	0.1	-2	103	33	0.1	-7	101
Cc1cc(C)n(CCNC(=O)CC2C(=O)NCCN2Cc2ccccc2C(F)(F)F)n1 (configuration not stated)	-3	-7	0.3	2	98	35	-0.5	-9	102
CCCCn1c(CN2CCN(C(=O)OCC)CC2)nc2c1c(=O)n(C)c(=O)n2C	0	-4	-0.7	-8	87	11	0.8	-4	87
CC(C)(C)OC(=O)N1CCC[C@H]1C(=O)Nc1ccc(Br)cc1	-10	3	1.8	-2	101	16	0.5	5	99
CCC(CC)c1nnc(NC(=O)/C=C/c2ccco2)s1	-2	10	0.9	3	103	-10	-0.9	-6	102
O=C(Nc1ccc(Cc2ccncc2)cc1)C1CCC(N2C(=O)C3C4C=CC(C5CC45)C3C2=O)CC1 (configuration not stated)	6	10	10	-4	97	7	9.0	-9	98
O=C(Cn1ccc2ccccc2c1=O)NCCC(=O)N1CCN(c2ccccc2)CC1	-11	20	0.8	0	100	-24	-0.1	-22	103
CNC(=O)c1ccccc1NC(=O)C1CC(=O)N(c2ccc(OC)cc2)C1 (configuration not stated)	6	-17	-0.1	-3	94	28	0.8	-3	97
COc1ccc(NC(=O)Cc2c(C(=O)O)n(C)c3ccccc23)cc1OC	-4	0	0.5	3	102	-31	0.5	-20	100
CCCNC(=S)N1CCC(NC(=O)C23CC4CC(CC(C4)C2)C3)CC1	-3	5	1.3	2	104	-4	1.6	-1	108
CC(=O)Nc1ccc(NC(=O)c2ccc(COc3ccccc3)cc2)cc1	-1	7	-0.2	1	103	nt	-0.6	-18	106
Oc1ccc(Cl)cc1CNc1ccc(Br)cn1	-9	19	-0.2	-11	76	19	-0.8	-3	71
O=C(Nc1ccccc1F)c1ccco1	1	-7	0.3	8	107	-7	-0.4	-6	108
CCN1CCN(C(=S)Nc2ccccc2Cl)CC1	-1	6	0.4	4	103	3	1.1	-6	99
CCc1cc(C(c2ccccc2OC)N2CCOCC2)c(NC(=O)c2ccccc2)s1 (configuration not stated)	-7	16	-1.2	-5	97	2	-1.6	-7	94
Cc1ccc(NC(=O)NCCCCc2ccccc2)cc1	-1	15	2.4	7	108	34	-1.2	-17	104
